# Compound activity: PubChem BioAssay, Sanford-Burnham Center for Chemical Genomics
# mIAP inh – blocks mouse intestinal alkaline phosphatase. purified mouse IAP, CDP-Star luminescence, 30 min. AID 2806. inhibition, % at 10 µM. hit rate 0.2% among 330,000;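 active = inhibition of at least 40% at 10 µM in the primary screen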;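 also: plate controls were DMSO with enzyme for no effect and no enzyme wells for full effect; values of inactives mirror those of a sister screen read the other way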
# APOBEC3G inh – blocks human APOBEC3G single-stranded DNA deamination. recombinant A3G, ssDNA deamination FAM/TAMRA fluorescence. inhibition, % at 20 µM. hit rate 0.28% among 330,000. AID 493012;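 active = inhibition of at least 40% at 20 µM, with no more than 30% in the related APOBEC3A deaminase screen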;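 also: plate controls were DMSO wells with A3G for no effect and wells lacking A3G enzyme for full effect; some compounds called inactive have numbers as strong as hits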
# Target sequence (Q9HC16 whole entry, looked up): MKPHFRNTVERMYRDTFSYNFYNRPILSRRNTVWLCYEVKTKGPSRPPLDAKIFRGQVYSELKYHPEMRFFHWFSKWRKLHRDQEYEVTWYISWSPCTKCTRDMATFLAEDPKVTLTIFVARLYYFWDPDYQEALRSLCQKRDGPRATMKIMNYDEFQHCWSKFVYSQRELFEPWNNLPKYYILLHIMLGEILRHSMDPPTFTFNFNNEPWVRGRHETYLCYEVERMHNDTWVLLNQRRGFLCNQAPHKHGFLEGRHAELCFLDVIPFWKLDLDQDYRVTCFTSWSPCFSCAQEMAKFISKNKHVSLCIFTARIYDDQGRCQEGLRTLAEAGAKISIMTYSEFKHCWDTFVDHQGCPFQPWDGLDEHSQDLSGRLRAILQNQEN
# hIAP block – blocks human intestinal alkaline phosphatase. P09923. purified IAP, CDP-Star luminescence, 30 min. inhibition, % at 10 µM. hit rate 0.12% among 330,000;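 active = inhibition reaching a set limit with compound at 10 µM in the primary screen, cut at about 35% in these data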;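 also: plate controls were DMSO wells with enzyme for no effect and no-enzyme buffer wells for full effect; values of inactives mirror those of a sister screen read the other way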
# mIAP activ – mouse IAP activation; muIAP, CDP-Star luminescence, 30 min; active compounds read high; 1 = vehicle-only enzyme signal, 0 = enzyme-free wells; activation factor at 10 µM; hit rate 0.24% among 330,000; AID 2805;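 active = activation factor of at least 2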; also: the source names both 10 and 20 µM as test concentration; values of inactives mirror those of a sister screen read the other way
#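 Assay system: mouse IAP enzyme; reagent: chemiluminescent substrate CDP-Star; dosing: test compounds delivered from DMSO solution; schedule: 30 min at room temperature; measured by: luminescence from enzymatic CDP-Star hydrolysis; controls: DMSO-only wells and no-enzyme negative control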
# ATG4B inhibitor – inhibitors of human ATG4B cysteine protease; ATG4B cleavage of LC3-PLA2, NBD-HPC fluorescence, 1 h; hit rate 0.51% among 340,000; Q9Y4P1; inhibition, % at 8.33 µM; in the data active = inhibition above about 40%
# Target sequence (Q9Y4P1 whole entry, looked up): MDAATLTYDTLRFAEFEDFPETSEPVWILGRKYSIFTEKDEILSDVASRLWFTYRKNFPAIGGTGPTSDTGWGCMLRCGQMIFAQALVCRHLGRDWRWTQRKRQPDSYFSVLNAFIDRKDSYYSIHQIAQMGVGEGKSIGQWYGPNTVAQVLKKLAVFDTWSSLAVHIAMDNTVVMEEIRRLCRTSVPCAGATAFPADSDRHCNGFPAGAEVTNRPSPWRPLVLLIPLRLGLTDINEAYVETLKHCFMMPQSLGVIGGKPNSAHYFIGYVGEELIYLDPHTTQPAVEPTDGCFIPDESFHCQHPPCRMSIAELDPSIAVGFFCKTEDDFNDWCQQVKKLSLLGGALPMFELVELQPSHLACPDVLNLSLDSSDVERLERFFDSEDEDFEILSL
# MPTP inh – blocks calcium-induced mitochondrial swelling | isolated mouse mitochondria, Ca2+ swelling absorbance, 30 min | inhibition, % at 10 µM | hit rate 1.4% among 360,000;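 active = inhibition of 50% or more, scaled per plate between neutral and stimulator controls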;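 also: 0% = DMSO wells given calcium and 100% = 1 mM EGTA wells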
# beta cell repl – induces beta-cell replication in MIN6 cells | MIN6 cells proliferation, ATPlite luminescence, 48 h; cells starved in 0.2% serum; 100% = growth in 10% serum | hit rate 0.29% among 330,000 | proliferation, % at 10 µM;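 active = compounds whose signal lies at least 3.5 SD above the mean of all wells on their plate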;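 also: 0% = DMSO-treated cells in low-serum medium and 100% = 10% serum control; some compounds called inactive have numbers as strong as hits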
# hIAP activ – human IAP activation; P09923; purified human IAP, CDP-Star luminescence, 30 min; active compounds read high; 1 = vehicle-only enzyme, 0 = enzyme-free background; activation factor at 10 µM; hit rate 0.16% among 330,000; AID 2524;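 active = activation factor of the enzyme at least 2-fold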; also: the source names both 10 and 20 µM as test concentration; values of inactives mirror those of a sister screen read the other way
# APOBEC3A inh – human APOBEC3A DNA deaminase inhibition; inhibition, % at 20 µM; P31941; hit rate 0.41% among 330,000; AID 493011; recombinant A3A, FAM/TAMRA ssDNA deamination fluorescence;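 active = at least 40% inhibition at 20 µM here, with at most 30% in a related deaminase screen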;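 also: plate controls were A3A with DMSO for no effect and wells lacking A3A enzyme for full effect; some results filed as inactive read as strong as hits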
# Target sequence (P31941 whole entry, looked up): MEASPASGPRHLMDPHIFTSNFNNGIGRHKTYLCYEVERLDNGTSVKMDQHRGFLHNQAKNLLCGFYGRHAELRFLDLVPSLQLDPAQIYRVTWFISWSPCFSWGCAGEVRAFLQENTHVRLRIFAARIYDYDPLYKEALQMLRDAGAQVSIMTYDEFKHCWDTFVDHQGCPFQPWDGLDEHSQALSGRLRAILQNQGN
# Starred values were filed as active, the others as inactive; / = no result given; & = joins results of further samples. Rows were taken by chance; about 3.3% have a hit in one of these screens.
SMILES,mIAP inh,APOBEC3G inh,hIAP block,mIAP activ,ATG4B inhibitor,MPTP inh,beta cell repl,hIAP activ,APOBEC3A inh
Cc1ccnc(NC(=O)c2cc(F)c(F)cc2Cl)n1,3,-6,-2,0.97,3,5.9,0,1,-1
COc1ccc(Cl)cc1C(=O)NCC(C)C,4,0,2,0.96,-8,0.1,0,0.98,-1
C#CCSc1nnc(CSc2nc3ccccc3s2)n1-c1ccccc1,7,-5,3,0.93,29,38,-4,0.97,0
CC1(C)Cc2c(sc3nc4n(-c5ccccc5)cnn4c(=O)c23)CO1,-13,0,-18,1.1,-1,-0.6,-2,1.2,2
COc1cc2nc3occc3c(OC)c2cc1OC,10,-5,-5,0.9,-1,-0.3,9,1.1,-3
Cc1cccc(NC(=O)Cn2nnc(C(=O)NCc3ccco3)c2N)c1,11,-6,9,0.89,2,1.0,0,0.91,-3
CS(=O)(=O)N(Cc1ccc(Cl)cc1)c1ccc(C(=O)Nc2cccnc2)cc1,13,-6,0,0.87,-6,0.9,-1,1,-1
Cc1ccccc1-c1noc(CNC(=O)COc2ccccc2)n1,-5,-5,-16,1,-2,0.1,-3,1.2,-5
Cc1ccc(CNC(=O)c2cc(C3CC3)nc3c2cnn3C(C)C)cc1,3,-4,8,0.97,-9,4.2,-7,0.92,-3
O=C(CSc1ncn[nH]1)c1cccc([N+](=O)[O-])c1,12,-2,10,0.88,0,-1.1,-1,0.9,-1
COc1ccc(-c2csc(NC(=O)c3ccc(S(C)(=O)=O)cc3)n2)cc1,-11,-6,11,1.1,-4,1.2,-2,0.89,-1
COc1ccccc1CCNC(=O)CSc1nnc2ccc(-c3ccncc3)nn12,2,-8,-17,0.98,4,0.8,1,1.2,-1
Cc1ccc(S(=O)(=O)N2CCN(c3ccccc3)CC2)cc1C(=O)NC1CCCCC1,1,-6,-10,0.99,-8,0.0,-2,1.1,-5
CCn1nc(C(=O)OCC(=O)Nc2nc(-c3ccc(OC)cc3)cs2)c2ccccc2c1=O,-1,1,-7,1,-9,10,-3,1.1,5
O=C(CSc1ncnc2nc[nH]c12)c1ccc2ccccc2c1,14,-1,-19,0.86,9,9.7,0,1.2,-2
NNC(=S)NC1CCS(=O)(=O)C1 (stereo not drawn),-3,-5,4,1,0,1.9,-1,0.96,-4
CCC1Oc2ccccc2N(CC(=O)Nc2ccc(OC)cc2OC)C1=O (stereo not drawn),-3,-1,-41,1,4,-1.7,-2,1.4,-3
COc1ccc2c(c1)CC[C@@H]1[C@@H]2CC[C@]2(C)[C@@H](C(C)=O)C[C@@H]12,4,-9,-1,0.96,0,0.9,-4,1,-4
CN(CC(O)CN1CCOCC1)S(=O)(=O)O (stereo not drawn),-5&4,-6&-4,-10&-7,1&0.96,-1&-3,0.0&0.5,1&-2,1.1&1.1,-7&0
COc1ccc(NC(=O)CN(c2ccc([N+](=O)[O-])cc2)S(=O)(=O)c2ccccc2)c(OC)c1,7,0,11,0.93,-6,1.4,1,0.89,1
CCc1sc(C(=O)Nc2ccc(F)cc2C)cc1C,2,-11,-2,0.98,2,5.6,-1,1,-3
COc1ccc(Cc2nnc(NC(=O)Nc3cccc(OC)c3)s2)cc1,7,-9,6,0.93,0,0.7,0,0.94,-5
CCCc1nc(SCC(N)=O)[nH]c(=O)c1CC,11,-4,-9,0.89,-3,-3.1,-4,1.1,0
CN1C(C(=O)NCc2ccc(OC(F)(F)F)cc2)CC2Cn3c(nc4cc5ccccc5cc43)C21 (stereo not drawn),-6,9,0,1.1,-9,-0.9,-3,1,2
Cc1ccc(NC(=O)COc2ccccc2C=O)cc1Cl,-10,-7,-9,1.1,35,-0.3,-4,1.1,-4
Cc1ccc(Nc2nnc(SCC(=O)NCCN3C(=O)CSC3=O)s2)cc1,-4,-3,-2,1,-10,2.2,-3,1,-2
Cc1ccc(N(C(=O)c2csnn2)C(C(=O)NC2CCCCC2)c2cccnc2)c(C)c1 (stereo not drawn),2,-5,8,0.98,-2,-0.3,0,0.93,-3
Cc1cccc(CSC2=NN3CCCC(=O)N=C3S2)c1,2,2,13,0.98,-13,-0.6,-2,0.87,10
COc1ccccc1NC(=O)[C@H](COCc1ccccc1)NC(=O)OC(C)(C)C,-8,-1,12,1.1,4,-1.8,-3,0.88,2
CN(C)CCCCOc1ccccc1F,0,-13,0,1,2,-0.4,-3,1,-2
COc1ccc(OC)c(NC(=O)CSc2nnc(N)s2)c1,2,-1,13,0.98,-9,-0.6,-1,0.87,1
Nc1nc(-c2ccccc2)nn1S(=O)(=O)c1ccccc1,-6,-7,9,1.1,-4,-2.3,-4,0.91,-2
CCOC(=O)C1=C(O)C(=O)N(CCCn2ccnc2)C1c1ccc(OC)cc1 (stereo not drawn),0,-6,-26,1,/,/,-1,1.3,-2
CCOC(=O)N1CCN(Cc2cn[nH]c2-c2ccc(-c3ccccc3)cc2)CC1,7,-2,-8,0.93,-8,0.9,-2,1.1,-2
CCCCn1c(N)c(N(CC(C)C)C(=O)C(C)SCc2nc3sc(C)c(C)c3c(=O)[nH]2)c(=O)[nH]c1=O (stereo not drawn),9,3,-13,0.91,4,-0.3,2,1.1,-2
Cc1ccc(Cc2nnc(SCC(=O)Nc3c(C)cccc3C)[nH]c2=O)cc1,12,-7,-19,0.88,-4,0.6,-3,1.2,-4
CC1(c2nnc(Cc3ccccc3)o2)CC(c2ccccc2Br)=NO1 (stereo not drawn),-4,-12,-17,1,1,-1.6,2,1.2,-3
O=C(/C=C/c1c(F)cccc1Cl)Nc1cccnc1,-12,-7,15,1.1,2,1.9,-3,0.85,-4
C=C1/C=C(\C)[C@](C)(O)C[C@H](O)CC(=O)[C@H](O)[C@@H](O)[C@H](C)C[C@H](C)OC(=O)/C(C)=C/CC/C=C/[C@@H]2O[C@H]2C[C@H](C)C1,6,13,-37,0.94,/,/,-6,1.4,3
Cc1cc(C(=O)c2ccc(Cl)cc2)c(NC(=O)CCl)s1,1,4,7,0.99,-5,0.0,-3,0.93,3

# 12 neighbouring compounds from above, for reference:
SMILES,mIAP inh,APOBEC3G inh,hIAP block,mIAP activ,ATG4B inhibitor,MPTP inh,beta cell repl,hIAP activ,APOBEC3A inh
Cc1ccc(Nc2nnc(SCC(=O)NCCN3C(=O)CSC3=O)s2)cc1,-4,-3,-2,1,-10,2.2,-3,1,-2
Cc1ccc(N(C(=O)c2csnn2)C(C(=O)NC2CCCCC2)c2cccnc2)c(C)c1 (stereo not drawn),2,-5,8,0.98,-2,-0.3,0,0.93,-3
Cc1cccc(CSC2=NN3CCCC(=O)N=C3S2)c1,2,2,13,0.98,-13,-0.6,-2,0.87,10
COc1ccccc1NC(=O)[C@H](COCc1ccccc1)NC(=O)OC(C)(C)C,-8,-1,12,1.1,4,-1.8,-3,0.88,2
CN(C)CCCCOc1ccccc1F,0,-13,0,1,2,-0.4,-3,1,-2
COc1ccc(OC)c(NC(=O)CSc2nnc(N)s2)c1,2,-1,13,0.98,-9,-0.6,-1,0.87,1
Nc1nc(-c2ccccc2)nn1S(=O)(=O)c1ccccc1,-6,-7,9,1.1,-4,-2.3,-4,0.91,-2
CCOC(=O)C1=C(O)C(=O)N(CCCn2ccnc2)C1c1ccc(OC)cc1 (stereo not drawn),0,-6,-26,1,/,/,-1,1.3,-2
CCOC(=O)N1CCN(Cc2cn[nH]c2-c2ccc(-c3ccccc3)cc2)CC1,7,-2,-8,0.93,-8,0.9,-2,1.1,-2
CCCCn1c(N)c(N(CC(C)C)C(=O)C(C)SCc2nc3sc(C)c(C)c3c(=O)[nH]2)c(=O)[nH]c1=O (stereo not drawn),9,3,-13,0.91,4,-0.3,2,1.1,-2
Cc1ccc(Cc2nnc(SCC(=O)Nc3c(C)cccc3C)[nH]c2=O)cc1,12,-7,-19,0.88,-4,0.6,-3,1.2,-4
CC1(c2nnc(Cc3ccccc3)o2)CC(c2ccccc2Br)=NO1 (stereo not drawn),-4,-12,-17,1,1,-1.6,2,1.2,-3

# (next part)
SMILES,mIAP inh,APOBEC3G inh,hIAP block,mIAP activ,ATG4B inhibitor,MPTP inh,beta cell repl,hIAP activ,APOBEC3A inh
C=CCN=c1scc(-c2ccc(F)cc2)n1/N=C/c1ccccn1,4,-5,-15,0.96,6,9.5,-6,1.1,-1
Cc1nc(NC(=O)c2ccc(Br)s2)sc1C(=O)N(C)C,3,-6,14,0.97,0,-1.3,-3,0.86,-1
N#Cc1ccc(CN2CCN(C(=O)c3cccc(S(=O)(=O)N4CCCCCC4)c3)CC2)cc1,-13,-8,10,1.1,-7,-1.9,2,0.9,0
COc1cc(C(=O)NNC(=O)c2ccc(S(=O)(=O)N3CCCCC3)cc2)cc(OC)c1OC,-3,-7,1,1,3,-1.0,0,0.99,0
Cc1ccc(CC(=O)O/N=C(\N)c2ccccn2)cc1,9,5,-16,0.91,-2,1.2,-3,1.2,-4
CC(=O)NC1CC2CCCC(C1)N2Cc1ccc(C)cc1 (stereo not drawn),2,-4,-32,0.98,-2,-0.2,-1,1.3,-5
COc1cc(C(=O)OCC(=O)NCCC2=CCCCC2)ccc1OCC(C)C,-5,-2,0,1.1,-3,0.3,-2,0.99,13
c1ccc(-c2[nH]ncc2CN2CCN(Cc3ccc4c(c3)OCO4)CC2)cc1,-4,6,3,1,-5,0.7,-2,0.97,4
Cc1ccc(S(=O)(=O)N2CCN(C(=O)COC(=O)/C=C/c3ccccc3F)CC2)c(C)c1,3,-7,-3,0.97,-3,-0.9,-5,1,-4
COc1ccc(-n2cc(CN3CCCC3)c(-c3cccc(F)c3)n2)cc1,0,-9,-16,1,9,8.8,-3,1.2,1
COc1ccc(N2CCN(C(=O)c3ccc(Oc4ccc(C(F)(F)F)cn4)cc3)CC2)cc1,1,-6,13,0.99,4,2.4,-2,0.87,-3
O=C(NC(Cc1ccccc1)C(=O)O)c1ccc(S(=O)(=O)N2CCOCC2)cc1 (stereo not drawn),-1,-4,11,1,5,0.5,0,0.89,-1
COc1ccc(CNc2ncnc3sccc23)cc1,-1,-2,6,1,1,32,-3,0.94,3
N#C/C(=C(/O)CSc1n[nH]c(N)n1)c1nc2ccccc2[nH]1,17,-3,-32,0.83,-7,1.5,-5,1.3,1
CC1=C(C(=O)OCc2ccc3c(c2)OCO3)C(c2ccc(O)c([N+](=O)[O-])c2)NC(=O)N1 (stereo not drawn),9,-6,4,0.91,-4,0.5,-3,0.96,-1
Cc1cc(N2CCOCC2)nc(N)n1,14,-4,12,0.86,7,-0.9,-2,0.88,2
CCCCNc1c2c(nc3c(-c4ccccc4)c(C)nn13)CCC2,8,-7,4,0.92,7,6.3,-5,0.96,-1
O=C(NCc1cccnc1)c1noc2c1CCCC2,2,2,7,0.98,3,0.1,-1,0.93,4
